ELG1 repair inh: qHTS screen for small molecules that inhibit ELG1-dependent DNA repair in human embryonic kidney (HEK293T) cells expressing luciferase-tagged ELG1. HEK293T ELG1-luciferase reporter, luminescence, 16 h; DNA damage induced by 5-fluorouridine. Potency, µM (doses to about 46.1 µM), without a hit: at the top dose activity change, negative = inhibition, most hits filed as inhibitors. 2.3% of 330,000 active. AID 504467, 2011; note: potency is the fitted concentration of half-maximal effect; % is set by controls: 0 for no effect and ±100 for the full control effect; nearly all actives have a fitted effect of over 55% in size
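In this reporter screen, reduction of luminescence relative to DMSO vehicle indicated activity. Compounds and 5-fluorouridine were added together to 2,000 cells per well, incubated for 16 hr at 37 °C, then developed with ONE-Glo.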
ASM inhibitor: Inhibitors of Secretory Acid Sphingomyelinase (S-ASM): qHTS; placental ASM, HMU-PC fluorogenic substrate, 60 min; Sphingomyelin phosphodiesterase (Homo sapiens), P17405; 0.006% of 340,000 active; Potency, µM (titrated, usually from 57.5 µM), for the others: at the top dose activity change, negative = inhibition, most hits filed as inhibitors; note: potency is the fitted concentration of half-maximal effect
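Human placenta-derived ASM enzyme was preincubated with compound for 10 minutes at room temperature, then given fluorogenic substrate HMU-PC0 (9 uM final) for 60 minutes at 37 °C; a pH 10 stop preceded fluorescence reading at Ex 386/Em 447 nm.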
A-T KAP1 phos: qHTS Assay for Identifying a Potential Treatment of Ataxia-Telangiectasia. […] A-T fibroblasts, KAP-1 phosphorylation AlphaLISA; neocarzinostatin DNA damage 30 min before lysis. Potency, µM (titrated, usually from 57.5 µM), for inactives: at the highest dose activation, most hits filed as activators. 0.19% of 320,000 active. AID 485349, 2010; note: potency is the fitted concentration of half-maximal effect; % of control where 0% means no effect; nearly all actives have a fitted effect of over 45% in size
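hTERT-immortalized A-T patient fibroblasts ([…]), 500 cells/well in OPTI-MEM, 1% FBS, got compounds for 60 min, then NCS for 30 min at 37C. Lysates were then assayed for phospho-KAP-1 by AlphaLISA (anti-pKAP1 donor, anti-KAP1 acceptor beads), 6 hr at 25C.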
TCR act: Activators of T cell receptors: qHTS campaign; primary human leukocytes, anti-CD3, IL-2 HTRF, 48 h; Potency, µM (highest dose often 9.22 µM), for the others: at the highest dose activation of IL-2 secretion, usual class: activators; 330,000 tested, under 10 active; AID 504894, 2011; note: % of control where 0% means no effect
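Activity was scored as IL-2 release from primary human leukocytes given only a TCR signal (a-CD3 beads) plus compound for 48 hr. Detection used a two-antibody HTRF format read at 665nm.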
Tb PFK block: qHTS Assay to Find Inhibitors of T. brucei phosphofructokinase; ATP-dependent 6-phosphofructokinase (Trypanosoma brucei brucei), O15648; AID 485367, 2010; Potency, µM (top dose mostly 57.5 µM), for inactives: at the top dose activity, negative = inhibition, actives largely listed as inhibitors; 0.17% of 330,000 active; T. brucei PFK, ADP-Glo luminescence;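 note: potency is the fitted concentration of half-maximal effect; 0% = uninhibited 1x PFK enzyme wells and -100% = no-enzyme wells; nearly all actives have a fitted effect of over 60% in size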
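Compounds were pin-transferred as a titration series up to 57 uM into substrate buffer (0.5 mM F6P, 0.1 mM ATP, pH 8.0), then 1.25 nM PFK was added and reactions ran 45 min before ADP-Glo detection.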
Eya2 phos inh: qHTS Assay for Inhibitors of the Phosphatase Activity of Eya2; recombinant Eya2, OMFP fluorescence dephosphorylation (OMFP is methylfluorescein phosphate); Potency, µM (titrated, usually from 76.9 µM), for the others: at the top dose activity, negative = inhibition, actives largely listed as inhibitors; Protein phosphatase EYA2 (Homo sapiens), O00167; 0.006% of 330,000 active; note: potency is the fitted concentration of half-maximal effect; % is set by controls: 0 for no effect and ±100 for the full control effect
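Eya2 protein (added as 0.2 uM solution) was preincubated with compound for 10 min at ambient temperature in 50 mM HEPES pH 7.5, 50 mM NaCl, 5 uM MgCl2, 0.05% BSA, 1 mM DTT. OMFP (added at 50 uM) then reacted 10 min; fluorescence read at 485/525 nm.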
a7 integrin act: qHTS for Activators of Integrin-Mediated Alleviation for Muscular Dystrophy. 0.064% of 350,000 active. alpha7betagal myoblasts, beta-gal FDG fluorescence, 48 h. Potency, µM (highest dose often 38.3 µM), for the others: at the highest dose activation, actives largely listed as activators;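 note: potency is the fitted concentration of half-maximal effect; 100% = response of the positive control SU9516; nearly all actives have a fitted effect of over 60% in size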
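Alpha7betagal+/- myoblasts (passage 13) were plated 16-24 hr, then exposed to compounds (1:260 dilution of DMSO stock) for 48 hours at 37C. After MPER lysis, β-galactosidase reporter activity was read as FDG fluorescence (ex 480/em 540) after 30 minutes.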
TSG101-PTAP inh: qHTS Assay for Iinhibitors of HIV-1 Budding by Blocking the Interaction of PTAP/TSG101. 340,000 tested, under 10 active. AID 493005, 2010. Fluorescence polarization, FITC-PTAP peptide / Tsg101 binding. Potency, µM (series often up to 115 µM), inactives show at the highest dose activity change, negative = inhibition, most hits filed as inhibitors; active = well fitted inhibition curve with a large enough effect in the main read-out, with a control signal flat, not every such curve was filed as active; inconclusive = small, poorly fitted or top-dose-only effect, or effect the other way, or a change in a side signal; inactive = no such curve, though single readings can be large or run the other way; note: potency is the fitted concentration of half-maximal effect; % of control where 0% means no effect
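Compounds were pin-transferred onto Tsg101 binding domain (10 uM final) in HEPES pH 7.5 buffer, then FITC-PTAP peptide was added at 50 nM final. After 20 min at RT, polarization reported peptide displacement across a qHTS concentration series.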
TSHR antag: Antagonists of the Thyroid Stimulating Hormone Receptor: HTS campaign; TSHR-expressing cells, TSH-stimulated cAMP HTRF, 2 h; stronger effect = lower value; activity change, negative = inhibition, % at 11.5 µM; 0.2% of 330,000 active; AID 504810, 2011;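 active = activity change below a set negative limit, meaning inhibition stronger than a set level, cut at about -70% in these data; inconclusive = activity change between two set negative limits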; note: % is set by controls: 0 for no effect and ±100 for the full control effect
Target sequence (P16473 whole entry, looked up): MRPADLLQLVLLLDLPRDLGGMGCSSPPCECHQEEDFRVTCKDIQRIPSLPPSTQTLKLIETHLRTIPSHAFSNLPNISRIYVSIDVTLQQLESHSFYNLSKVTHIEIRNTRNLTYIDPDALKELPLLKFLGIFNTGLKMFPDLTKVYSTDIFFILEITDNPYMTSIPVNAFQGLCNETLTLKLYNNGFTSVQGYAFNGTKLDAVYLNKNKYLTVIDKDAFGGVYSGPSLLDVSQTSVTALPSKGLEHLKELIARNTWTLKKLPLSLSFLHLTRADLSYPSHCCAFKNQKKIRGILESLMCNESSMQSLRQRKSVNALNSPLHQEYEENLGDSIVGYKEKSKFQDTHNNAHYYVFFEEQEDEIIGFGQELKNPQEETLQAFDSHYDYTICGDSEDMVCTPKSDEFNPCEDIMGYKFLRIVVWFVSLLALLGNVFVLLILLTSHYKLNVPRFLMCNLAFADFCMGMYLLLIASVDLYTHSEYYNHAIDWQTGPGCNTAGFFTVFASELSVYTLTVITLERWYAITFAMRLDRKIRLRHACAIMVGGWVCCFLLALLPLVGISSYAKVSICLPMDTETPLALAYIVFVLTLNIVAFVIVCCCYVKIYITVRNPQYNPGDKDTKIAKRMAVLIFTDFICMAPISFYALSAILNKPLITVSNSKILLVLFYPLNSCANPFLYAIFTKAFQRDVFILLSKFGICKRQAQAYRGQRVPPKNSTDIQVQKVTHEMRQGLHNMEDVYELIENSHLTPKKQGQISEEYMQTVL
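TSHR-expressing cells were treated with compounds, then stimulated with TSH at EC80 (4nM final) for 2 hours at 37 deg C. Cellular cAMP was measured by HTRF competition between lysate cAMP and cAMP-d2 for a cryptate-labelled anti-cAMP antibody.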
BCR signal inh: qHTS Assay to Find Inhibitors of Chronic Active B-Cell Receptor Signaling | Potency, µM (titrated, usually from 46.1 µM), inactives show top-dose ratio change, negative = lower green/red ratio, hits mostly inhibitors | ABC-DLBCL IkBa-CBG/CBR reporter, luminescence ratio, 4 h | AID 493014, 2011 | 0.05% of 340,000 active; active = well fitted inhibition curve with a large enough effect in the signal ratio, with a control signal flat, not every such curve was filed as active; inconclusive = small, poorly fitted or top-dose-only effect, or effect the other way, or a change in a side signal; the % refers to the signal ratio;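 note: potency is the fitted concentration of half-maximal effect; plate controls were basal doxycycline-induced cells for no effect and cells given 10 µM MG132 for full effect; MG132 reads +100%, hits lower the ratio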
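TMD8 ABC-DLBCL cells carrying doxycycline-inducible green luciferase fused to IkappaBalpha plus unfused red luciferase were exposed to compounds (up to 46 uM) for 4 hrs at 37C. Activity came from the overlap-corrected green/red luminescence ratio.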
Mito fusion yeast: qHTS Assay for Small Molecule Inhibitors of Mitochondrial Division or Activators of Mitochondrial Fusion; S. cerevisiae fusion-defective mutant growth rescue, CellTiterGlo 48 h; Potency, µM (highest dose often 46.1 µM), for inactives: at the top dose growth rescue (activation), hits mostly activators; 0.23% of 320,000 active; AID 485298, 2010;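 note: potency is the fitted concentration of half-maximal effect; % of control where 0% means no effect; nearly all actives have a fitted effect of over 45% in size; temperature-sensitive fusion mutants such as fzo1-1 at 37 °C on non-fermentable ethanol glycerol medium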
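Temperature-sensitive fusion-defective S. cerevisiae (e.g. fzo1-1, mgm1-5) were grown with compound in YPEG medium (3% ethanol, 3% glycerol) for 48 hours at 37C. Growth rescue was measured as viability by CellTiterGlo luminescence after 10 minutes at ambient.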
* hit, by the source's call; ? = inconclusive; nt = not tested or not shown; [ ] = dose if it differs, or a comment. Unless noted, calls come from the whole dose curve; as a rule, active = well fitted curve in the direction sought with a large enough effect; inconclusive = small, poorly fitted or top-dose-only effect, or another doubt; inactive = no such curve, though single readings can be large; an effect the other way counts as inactive or inconclusive. No enrichment for hits; any-hit rate near 3.2%.

SMILES	ELG1 repair inh	ASM inhibitor	A-T KAP1 phos	TCR act	Tb PFK block	Eya2 phos inh	a7 integrin act	TSG101-PTAP inh	TSHR antag	BCR signal inh	Mito fusion yeast
C/C(=N\NC(=O)c1ccncc1)c1cc2ccccc2oc1=O	1%	6%	2%	4%[46.1 µM]	1%	1%	3%	-7%	3	-6%	-4%
CCc1ccc(NC(=O)C(CC)Sc2nc3ccsc3c(=O)n2CCC(=O)O)cc1 (centres undefined)	0%	2%	21%	-5%	4%	-7%	-13%	-8%	-9	3%	-1%
C=CCn1c(SCC(=O)NC2CC2)nnc1C1CC1	-2%	-1%	5%	0%	1%	19%	?	-1%	10	4%	2%
CCc1ccc(CNC(=O)CCCn2nc(C)n3ccnc3c2=O)cc1	-3%	3%	12%	-3%	-1%	3%	15%	-2%	13	-14%	2%
C#CCOCCOCCOCCNc1nc(N2CCN(C(=O)[C@H](CCC(=O)O)n3cc(C(N)[C@H](C)CC)nn3)CC2)nc(N2CCN(C(=O)[C@H](Cc3ccc(O)cc3)n3cc(C(N)[C@H](C)CC)nn3)CC2)n1 (some centres undefined)	18%	0%	-2%	3%	-3%	19%	13%	-5%	12	1%	1%
CN(C)N1C(N)=C(C#N)C(c2ccccc2F)C2=C1CC(C)(C)CC2=O (centres undefined)	?	3%	-7%	-3%	0%	-7%	-16%	-5%	-6	?	-7%
CCS(=O)(=O)c1nn2c(N)c(/C=C3/C=CC(=O)C(OC)=C3)c(=O)nc2s1	8%	-11%	9%	1%	10%	5%	-24%	42%[activator]	-10	0%	-6%
COc1cccc(NC(=O)CN(C)C(=O)c2ccc(S(=O)(=O)Nc3ccccc3F)cc2)c1	11%	-3%	4%	-3%	-3%	-13%	7%	0%	1	?	-3%
CC(C)c1ccc(CCNC(=O)CSC(=S)N2CCCC2)cc1	9%	0%	20%	-4%	-6%	15%	12%	0%	-6	5%	18%
COC(=O)c1sccc1NC(=O)Nc1ccc(F)cc1F	?	-5%	20%	-1%	7%	-1%	?	-6%	33	-1%	2%
CC(C(c1cccs1)c1c(N)n(C)c(=O)n(C)c1=O)[N+](=O)[O-] (centres undefined)	-9%	-3%	-8%	3%	-3%	11%	?	-3%	9	3%	-4%
Cc1oc(C(C)(C)C)cc1-c1cc(NC(=O)c2ccc([N+](=O)[O-])cc2)n[nH]1	23%	-2%	2%	6%	9%	5%	-32%	-1%	10	-8%	-2%
O=c1oc2ccc(Br)cc2cc1S(=O)(=O)c1ccc(F)cc1	-12%	-3%	29%	3%[46.1 µM]	4%	-11%	-1%	-4%	2	0%	-5%
O=C1CCN(CCc2ccccc2)CCN1[C@H](CSc1ccccc1)c1ccccc1	8%	8%	2%	-1%	1%	1%	2%	2%	-6	20%	-25%
O=C(CCc1ccccc1)NCC(c1ccco1)N1CCc2ccccc21 (centres undefined)	26%	-1%	-4%	-4%	-2%	14%	5%	-3%	0	?	10%
Cc1ccc(NC(=O)CN(C)C(=O)Cc2ccccc2F)cc1	15%	-1%	3%	0%	0%	10%	0%	-4%	-9	3%	-10%
O=C1CN(C(=O)CSc2nncn2-c2ccccc2)c2ccccc2N1	-3%	1%	3%	-3%	-2%	2%	-9%[7.66 µM]	-4%	6	1%	2%
O=C(CN1CCN(c2ccc([N+](=O)[O-])cc2)CC1)c1ccccc1	-3%	-7%	-2%	3%	-25%	-3%	-45%[inhibitor]	0%	1	3%	-7%
CCOC(=O)CSc1nc2ccccc2c(=O)n1NC(=O)c1ccccc1	?	0%	2%	2%	-7%	10%	15%	-4%	7	?	3%
CC(NC(=O)Cc1ccccc1)C(=O)O (centres undefined)	11%	4%	-1%	-3%	2%	6%	-1%	4%	-2	?	3%
CC(C)(C)NC(=O)NC(=O)Cn1ccsc1=N	17%	4%	4%	-2%[46.1 µM]	0%	-3%	26%	0%	4	-1%	-7%
CCc1sc(NC(=O)CCC(=O)O)nc1-c1cc2ccccc2oc1=O	3%	-4%	1%	5%	0%	10%	?	-6%	-2	?	2%
CCn1c(SCC(=O)N2CCOCC2)nc2oc3c(Cl)cc(Cl)cc3c(=O)c2c1=O	?	nt	6%	nt	0%	9%	nt	nt	-32	?	6%
CCOc1ccc(S(=O)(=O)N2CCN(C(=O)COc3ccc(Br)cc3)CC2)cc1	?	?	-6%	nt	6%	9%	21%	-2%	nt	-1%	nt
Cc1onc(-c2ccccc2Cl)c1C(=O)NCc1ccc(F)cc1	2%	1%	5%	-5%	-4%	-5%	19%	4%	5	14%	-1%

Reformatted with two lines to a compound: 5 of the compounds above
The line under a structure holds: ELG1 repair inh, ASM inhibitor, A-T KAP1 phos, TCR act, Tb PFK block, Eya2 phos inh, a7 integrin act, TSG101-PTAP inh, TSHR antag, BCR signal inh, Mito fusion yeast
- COc1cccc(NC(=O)CN(C)C(=O)c2ccc(S(=O)(=O)Nc3ccccc3F)cc2)c1
    11%, -3%, 4%, -3%, -3%, -13%, 7%, 0%, 1, ?, -3%
- CC(C)c1ccc(CCNC(=O)CSC(=S)N2CCCC2)cc1
    9%, 0%, 20%, -4%, -6%, 15%, 12%, 0%, -6, 5%, 18%
- COC(=O)c1sccc1NC(=O)Nc1ccc(F)cc1F
    ?, -5%, 20%, -1%, 7%, -1%, ?, -6%, 33, -1%, 2%
- CC(C(c1cccs1)c1c(N)n(C)c(=O)n(C)c1=O)[N+](=O)[O-] (centres undefined)
    -9%, -3%, -8%, 3%, -3%, 11%, ?, -3%, 9, 3%, -4%
- Cc1oc(C(C)(C)C)cc1-c1cc(NC(=O)c2ccc([N+](=O)[O-])cc2)n[nH]1
    23%, -2%, 2%, 6%, 9%, 5%, -32%, -1%, 10, -8%, -2%

Continuation:
SMILES	ELG1 repair inh	ASM inhibitor	A-T KAP1 phos	TCR act	Tb PFK block	Eya2 phos inh	a7 integrin act	TSG101-PTAP inh	TSHR antag	BCR signal inh	Mito fusion yeast
Cc1cc(OCc2ccc(C(=O)n3cccn3)o2)ccc1Cl	?	-2%	-2%	1%[46.1 µM]	-3%	0%	20%	-1%	10	?	-1%
Cc1ccc(C(=O)Nc2nc3ccc(S(C)(=O)=O)cc3s2)o1	?	0%	nt	0%[46.1 µM]	-7%	-1%	12%	-3%	5	?	-1%
COc1cccc(C(=O)Nc2ccc(F)cc2F)c1	?	7%	8%	-4%[46.1 µM]	-2%	-21%	6%	-7%	2	?	2%
c1ccc(OCc2noc(CN3CCC(C4CCCCC4)C3)n2)cc1 (centres undefined)	-5%	-1%	2%	-9%	-2%	1%	1%	-4%	-8	-2%	9%
COc1ccc(C/C(N)=N/n2cnnc2)cc1Cl	1%	4%	1%	1%	-11%	-1%	-4%	0%	0	?	-5%
CCCCn1c(N)c(N(CC(C)C)C(=O)C2CCN(S(=O)(=O)c3ccc(OCC)cc3)CC2)c(=O)[nH]c1=O	25%	6%	0%	3%	2%	21%	30%	-4%	3	-1%	-5%
CC(C)(C)OC(=O)CNC(=O)c1nc[nH]c1C(=O)N1CCN(c2ccccc2)CC1	?	3%	-10%	-2%	-1%	-16%	-7%	-1%	38	4%	0%

Screening data from PubChem BioAssay.
